# Bioassay records (PubChem)
# TNAP activators = stimulation of alkaline phosphatase TNAP activity – biochemical, luminescent, no phosphate acceptor, uHTS, primary screen (AID 1001); one-dose activation fold at 20 µM; EC50 in µM for titrated hits; purified TNAP, luminescent activation assay, no phosphate acceptor; higher activation fold means a stronger effect; 200,000 tested, 0.03% active; in the data active means activation fold from about 3, or a potency from the dose series; inactive means the rest, 99 in 100 with activation fold below about 1.6; further: many of its hits are not listed in these tables
# b-catenin transl = beta-catenin nuclear translocation modulation. HeLa beta-catenin nuclear translocation, immunofluorescence imaging. nuclear translocation activity, % at 5 µM. 190,000 tested, 0.3% active. AID 1665;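 active means nuclear translocation activity above 50% at 5 µM, with a well cell count of 50 or more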;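 further: per-cell ratio of nuclear to cytoplasmic median beta-catenin stain intensity; plate controls were DMSO negative control for no effect and GSK-3 inhibitor IX positive control for full effect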
#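 Test system: HeLa cells, endogenous beta-catenin; Compound: single 5 µM dose plus 0.02–20 µM confirmation series; Times: compound exposure 24 h at 37°C; Signal: fluorescence imaging of beta-catenin antibody stain plus DAPI; Read-out: % activation, nuclear-to-cytoplasmic median beta-catenin signal ratio per cell.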
# human PMI inhibitors = MPI inhibition at elevated mannose 6-phosphate – biochemical, fluorescence intensity, high mannose 6-phosphate, primary screen (AID 1220) | recombinant PMI enzyme, coupled fluorescence intensity; higher % means a stronger effect | 190,000 tested, 0.66% active | inhibition, % at 20 µM, or IC50 in µM where a hit was titrated
# Hep lipid drop = modulators of hepatic lipid droplet formation; AML12 mouse hepatocytes, oleate lipid droplets, BODIPY imaging; inhibition, % at 6.5 µM; 240,000 tested, 0.4% active; AID 1656;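 active means lipid droplet intensity inhibited by at least 50%, with more than 500 cells counted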
#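 Assay system: AML12 hepatocytes (mouse); Probe or stimulus: oleic acid at 100 µM to induce lipid droplet formation; Dosing: compound at 6.5 µM only; Schedule: compound with oleate, overnight; Detection: fluorescence imaging, 20x objective, two fields per well; Measure: % inhibition of lipid droplet signal.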
# human PMI inhibition = MPI enzyme activity inhibition – biochemical, fluorescence intensity, coupled assay, primary screen (AID 1209) | purified PMI enzyme, coupled fluorescence intensity; higher % means a stronger effect | inhibition, % at 20 µM, or IC50 in µM where a hit was titrated | 190,000 tested, 0.42% active;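 further: plate controls were DMSO vehicle for no effect and wells lacking substrate for full effect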
# MT stabilizer = stabilizes microtubules in HeLa cells; HeLa tubulin immunostaining HCS, 24 h; share of cells brighter than vehicle mean+2SD; % tubulin-high responders, % at 10 µM; 200,000 tested, 0.83% active;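 active means plate Z-score above 3 for both tubulin-high and condensed-nucleus cell shares, with cell loss under 80%, at 10 µM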;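 further: anti alpha tubulin signal scored within the nucleus-defined area of each cell; some results filed as inactive read as strong as hits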
# Ins promoter up = MIN6 insulin promoter up-regulation; MIN6 insulin promoter-GFP reporter, high-content imaging; stronger effect = higher value; z-score at 5 µM; 190,000 tested, 0.3% active;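 active means z-score above 3 at 5 µM with at least 500 cells counted in the well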
# Autophagy HCS = autophagy modulation, high-content screen; MEF GFP-LC3 puncta imaging; test concentration mostly 10 µM; calls only at 10 µM (by protocol); 190,000 tested, 0.98% active;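 active means percentage of spot-positive cells more than 3 SD above its plate mean, without a fluorescence outlier flag or 80% toxicity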;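 further: spot-positive cell cutoff set from DMSO-treated cells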
# T cell modulator = modulates CD8 T cell binding to vesicles; AID 2052; 330,000 tested, 0.068% active; calls only at 7 µM; 2C CD8+ T cell-vesicle binding, flow cytometry; stronger effect = lower value;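 active means response, share of CD8 T cells binding vesicles, and their 90th percentile fluorescence all below set limits, cut at about 80% in these data, passing the limit was not always enough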
#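 System: murine 2C transgenic CD8+ T lymphocytes; also added: QL9-loaded Drosophila micro-vesicles; times: binding 1.5 h at 37 °C; measured by: flow cytometry, PE anti-B7-1 (FL2) versus Alexa647 anti-CD8 (FL8), PFA-fixed; control set: Peptide-free naked vesicles (low) and QL9 vesicles with 0.7% DMSO vehicle (high)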
# Ins promoter up cell count = recorded beside Ins promoter up, whose call it bears; cell count; measured here: cytotoxicity, nuclei count;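 total cells summed across four imaged fields per well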
# Hep lipid drop cells 6.5 µM = recorded beside Hep lipid drop, whose call it bears; cell count; measured here: cell count, cytotoxicity flag;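 cells counted across two imaged fields per well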
# b-catenin transl cell count 5 µM = recorded beside b-catenin transl, whose call it bears; cell count; measured here: cell count, cytotoxicity flag
# T cell modulator vesicle-bound % = second read-out of T cell modulator, no call of its own (marks repeat the call); double positive events, %; measured here: CD8+ vesicle-bound cell fraction;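 binding gate set so that unloaded-vesicle control wells show 10% double positive cells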
# MT stabilizer Hoechst-high % = second read-out of MT stabilizer, no call of its own (marks repeat the call); % Hoechst-high responders; measured here: nuclear condensation Hoechst responders;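 share of cells brighter than vehicle mean plus two SD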
# MT stabilizer cytotoxicity % = further read-out of MT stabilizer, marked with its call; toxicity, %; measured here: cytotoxicity by cell density;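 0% = mean cell density of plate MIN control wells and 100% = no cells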
# Autophagy HCS cell loss 18 h = second read-out of Autophagy HCS, no call of its own (marks repeat the call); toxicity, %; measured here: cell loss, nuclei count;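 cell loss after 18 h compound exposure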
# The depositor's hits bear a star; i = inactive; nt = no result given. Unless noted, no stated cut-off is given here; in the data, active means inhibition above about 50%; inactive means the rest.
SMILES,TNAP activators,b-catenin transl,b-catenin transl cell count 5 µM,human PMI inhibitors,Hep lipid drop,Hep lipid drop cells 6.5 µM,human PMI inhibition,MT stabilizer,MT stabilizer Hoechst-high %,MT stabilizer cytotoxicity %,Ins promoter up,Ins promoter up cell count,Autophagy HCS,Autophagy HCS cell loss 18 h,T cell modulator,T cell modulator vesicle-bound %
O=C(Nc1cc2c(cc1Cl)OCCCO2)c1ccco1,1,2.6,575,-10%,-1,583,-7%,7.3,2.4,4.8,-0.04,1171,i,5,i,8
CCOC(=O)Nc1sc2c(c1C(N)=O)CCC(C)C2 (stereo not given),1,0.1,1038,-7%,-1,668,-10%,1.8,1.9,6.6,0.19,1474,i,-2,i,62
O=C(N1CCOCC1)N1CCCN(C(=O)N2CCOCC2)CC1,1.1,-3.0,1153,0%,6,785,11%,3.3,1.9,4.2,0.71,1013,i,10,i,38
COC(=O)CC(N)c1ccc(Br)cc1 (stereo not given),1.1,0.5,945,-10%,-5,679,-17%,4.8,1.4,16,0.05,1243,i,15,i,23
O=C(CNS(=O)(=O)c1c(Cl)cccc1Cl)OCC(=O)N1CCN(c2ccccc2)CC1,1.1,-0.9,424,0%,9,610,-3%,4.5,2.3,5.4,-0.03,1328,i,8,i,17
Cc1cccc(-c2cc3nc(C)c(C)c(NCCCn4ccnc4)n3n2)c1,nt,1.1,1326,nt,26,685,nt,nt,nt,nt,0.19,1101,nt,nt,i,15
CCN(CC)c1ccc(/C=N/NC(=O)Cc2ccc(OC)c(OC)c2)cc1,nt,-4.5,1207,nt,8,733,nt,nt,nt,nt,0.01,1434,nt,nt,i,8
Cc1ccc(-c2nnc(Nc3ccc4c(c3)OCO4)c3ccccc23)cc1S(N)(=O)=O,0.2,-1.7,1115,16%,-5,617,21%,5.1,2.0,0.1,-0.33,1444,i,6,i,48
C/C=C\C=C/C(=O)Nc1cccc(C2=NOC3(C2)C[C@H](C(N)=O)N(C(=O)Cc2ccc([N+](=O)[O-])cc2)C3)c1 (stereo not given in full),nt,-0.6,1127,nt,-14,662,nt,nt,nt,nt,-0.95,939,nt,nt,i,26
CC(=O)c1cccc(NC(=O)c2c(F)c(F)c(F)c(F)c2F)c1,1.2,-0.7,1046,8%,nt,nt,0%,3.0,3.2,14,nt,nt,i,19,i,2
CCOc1ccccc1OCCOCCOc1c(Cl)cccc1Cl,1.5,-0.7,1129,4%,-5,666,9%,4.4,2.7,10,-0.06,1404,i,-2,i,43
Cc1cccc(NC(=O)Nc2cccc(Oc3c(F)c(F)c(F)c(F)c3F)c2)c1,1.5,-1.9,834,-3%,nt,nt,-3%,3.3,0.9,11,-1.5,1219,i,7,i,26
COc1ccc(NC(=S)N(CCc2c(C)[nH]c3ccc(C)cc23)Cc2cccnc2)cc1,1,0.9,543,10%,-15,711,10%,7.2,2.7,3.9,0.44,1236,i,4,i,28
O=C(CSc1nnnn1-c1cccc2c1CCCC2)N1CCCCC1,1,-2.3,1193,2%,-8,768,-3%,3.9,1.3,6.4,-0.33,872,i,3,i,47
CCOC(=O)C(CCCOc1ccc(C(C)CC)cc1)C(=O)OCC (stereo not given),1.2,nt,nt,2%,nt,nt,3%,1.9,1.4,24,-0.62,919,i,0,i,59
O=C(C(c1ccccc1)c1ccccc1)N1CCCc2ccccc21,1.1,nt,nt,-3%,-21,737,2%,3.5,1.9,5.9,nt,nt,i,0,i,23
C=CCn1c(=O)c2c(nc(Br)n2Cc2ccccc2Cl)n(C)c1=O,1.1,0.4,1399,-2%,nt,nt,1%,3.4,2.1,5.8,0.39,1629,i,-26,i,58
CN(C)CCCNC1=CC(=O)CC(c2ccccc2)C1 (stereo not given),1.1,-0.4,1055,-8%,22,741,-14%,2.4,2.9,14,-0.4,1321,i,-1,i,43
CN(C(=O)CSc1nnc(-c2ccccc2)c(-c2ccccc2)n1)C1CCS(=O)(=O)C1 (stereo not given),1.1,1.4,1061,4%,4,650,6%,2.6,2.0,8.7,-0.01,1455,i,10,i,8
CCOC(=O)c1ccc(NC(=O)CCc2c(C)nc3ncnn3c2C)cc1,1.1,2.0,548,1%,2,783,-9%,2.2,1.8,4.8,nt,nt,i,-2,i,47

# Reprinted from the part before: three compounds, followed by the next part.
SMILES,TNAP activators,b-catenin transl,b-catenin transl cell count 5 µM,human PMI inhibitors,Hep lipid drop,Hep lipid drop cells 6.5 µM,human PMI inhibition,MT stabilizer,MT stabilizer Hoechst-high %,MT stabilizer cytotoxicity %,Ins promoter up,Ins promoter up cell count,Autophagy HCS,Autophagy HCS cell loss 18 h,T cell modulator,T cell modulator vesicle-bound %
CN(C)CCCNC1=CC(=O)CC(c2ccccc2)C1 (stereo not given),1.1,-0.4,1055,-8%,22,741,-14%,2.4,2.9,14,-0.4,1321,i,-1,i,43
CN(C(=O)CSc1nnc(-c2ccccc2)c(-c2ccccc2)n1)C1CCS(=O)(=O)C1 (stereo not given),1.1,1.4,1061,4%,4,650,6%,2.6,2.0,8.7,-0.01,1455,i,10,i,8
CCOC(=O)c1ccc(NC(=O)CCc2c(C)nc3ncnn3c2C)cc1,1.1,2.0,548,1%,2,783,-9%,2.2,1.8,4.8,nt,nt,i,-2,i,47
CNC(=O)c1cc2c(s1)CCCCCC2,1.1,-1.5,561,1%,5,732,-2%,4.6,2.4,8.7,-0.06,1259,i,-1,i,21
O=C(O)c1sccc1Oc1ccc(F)cc1[N+](=O)[O-],1.1,0.9,1130,-12%,-2,735,-10%,3.1,1.9,8.2,0.93,834,i,5,i,24
CCCCCNC1=CC(=O)CC(c2ccccc2)C1 (stereo not given),1,nt,nt,6%,nt,nt,5%,47*,35*,35*,nt,nt,i,-33,i,52
Cc1ccc2nc(C)cc(Nc3ccc4c(c3)OCCO4)c2c1,1.1,nt,nt,-6%,nt,nt,2%,1.9,2.0,3.5,-1.3,919,i,7,i,18
O=C1/C(=C/c2ccc3c(c2)OCO3)CCC/C1=C\c1ccc2c(c1)OCO2,1.1,-0.3,864,-13%,-1,669,-8%,2.3,4.9,6.0,0.07,1204,i,9,i,42
CCOC(=O)C1CCN(C(=O)COc2ccc(S(=O)(=O)NC(C)C)cc2Cl)CC1,1.1,-2.1,1223,8%,-9,704,4%,3.6,1.6,2.2,0.3,1187,i,23,i,58
O=C(Nc1ccc2cn[nH]c2c1)c1ccccc1F,1,1.0,525,-3%,0,652,-7%,4.8,2.7,9.9,0.43,1457,i,10,i,26
O=C1CCCC2=C1C(c1cccs1)Nc1ccccc1N2 (stereo not given),1,0.4,519,20%,14,604,6%,2.1,1.5,4.3,-0.17,1369,i,-1,i,37
CC1CC(C)CN(CCCNC(=O)c2ccc(CS(=O)(=O)Cc3ccccc3F)o2)C1 (stereo not given),1,-2.9,996,-10%,nt,nt,-5%,3.0,2.6,9.7,-0.46,1165,i,11,i,16
CCOc1ccc(-n2c(-c3ccccc3)nnc2-c2ccccc2)cc1,1.1,-0.5,513,13%,6,698,6%,1.7,2.4,9.5,0.02,1093,i,-3,i,34
O=C(Nc1cc([N+](=O)[O-])ccc1N1CCOCC1)c1ccco1,1.2,-4.8,1146,-5%,12,687,-7%,2.9,0.9,10,-0.75,1608,i,9,i,42
C=CCN(C(=O)Cn1nnc2ccccc21)C(C(=O)NCCOC)c1ccc(OC)cc1OC (stereo not given),1,2.1,1422,-13%,nt,nt,-14%,2.5,1.4,1.6,0.14,1290,i,0,i,48
Cc1ccccc1NCN1C(=O)C2C3C=CC(C3)C2C1=O (stereo not given),1,-4.8,1040,8%,nt,nt,3%,3.5,0.8,5.3,0.47,1136,i,9,i,48
CCOc1ccc(-c2cc(CCCC(=O)NCCCOC)no2)cc1,1.1,0.0,1384,-4%,nt,nt,-14%,5.2,3.5,7.7,-0.98,1391,i,21,i,15
CCOC(=O)C(NCc1ccco1)(NC(=O)c1ccccc1)C(F)(F)F (stereo not given),1.1,nt,nt,6%,nt,nt,13%,1.4,1.5,10,0.86,849,i,27,i,61
Cc1cc(C)cc(NC(=O)Nc2ccc(N3CCCCC3)cc2)c1,nt,-1.7,1178,nt,9,739,nt,nt,nt,nt,0.08,1314,nt,nt,i,54
COc1ccccc1NC(CC(=O)c1ccccc1)C(=O)OCC(=O)c1ccc(F)cc1 (stereo not given),1,-3.8,1095,-11%,3,680,-4%,2.8,2.6,6.3,-0.13,1431,i,6,i,42
O=C(Nc1ccccc1Cl)C1CCCN(S(=O)(=O)c2ccc(F)cc2)C1 (stereo not given),1.1,-2.7,1213,-1%,0,809,5%,2.4,1.9,6.7,-0.51,958,i,27,i,1
Cc1cc2cc(CN3C(=O)c4ccccc4C3=O)ccc2[nH]1,1,-1.3,523,-9%,28,791,-15%,2.4,3.5,6.1,0.47,1355,i,-44,i,48
Cc1cccc(OCC(=O)Nc2ccc3c(c2)nc(CN2CCCCC2)n3C)c1,nt,0.3,1291,nt,9,661,nt,nt,nt,nt,-1.3,982,nt,nt,i,18
Cc1cc(C)nc(NN=C(c2ccccc2)c2ccccc2)n1,1,1.5,533,-12%,-3,662,-10%,4.5,2.4,6.3,-0.09,1126,i,-5,i,47
N#C/C(=C\c1c(F)cccc1Cl)S(=O)(=O)c1ccccn1,nt,1.0,1291,nt,1,718,nt,nt,nt,nt,-0.08,1376,nt,nt,i,49
O=C(COC(=O)c1cc(-c2ccccc2)nc2ccccc12)NCC1CCCO1 (stereo not given),1.1,-2.3,1148,7%,7,679,4%,1.2,2.1,3.9,-0.33,1316,i,6,i,56
Cc1nc(N)sc1C(=O)N/N=C/c1c[nH]c2ccccc12,1.1,nt,nt,-4%,39,653,4%,4.5,2.8,4.3,nt,nt,i,-6,i,35
Cc1ccc(CNC(=O)C2CCCN(c3nc4ccsc4c(=O)s3)C2)cc1 (stereo not given),1.1,-2.5,1086,-5%,22,671,-2%,3.2,1.6,7.3,-0.07,1527,i,-9,i,44
